# QS inhibitor – blocks AIP-induced quorum sensing reporter in S. aureus; S. aureus RN6390 RNAIII-GFP reporter, flow cytometry 3 h; inhibition, % at 2 µM; 0.3% of 24,000 active; AID 527;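 active = share of bacteria positive for the green fluorescent reporter and its mean brightness both inhibited by 50% or more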;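 note: 0% = AIP-stimulated control and 100% = unstimulated bacteria without AIP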
# QS inhibitor GFP MFI % – also measured in QS inhibitor; calls as there; inhibition, %; measured here: inhibition of GFP MFI
# Active calls of the source: *; ! = not confirmed by another sample. An excerpt, so the mix of outcomes need not match the whole.
entry	Structure	QS inhibitor	QS inhibitor GFP MFI %
1	CCOC(=O)C1CCN(C(c2cccnc2)c2c(NC(=O)c3ccco3)sc(C)c2C)CC1 (stereo unspecified)	5.2	13.5
2	Cc1cc(N(CN2CCCC2=O)C(=O)c2ccc(F)cc2)no1	-2.4	-13.7
3	CCCCn1c(CCC(=O)O)ccc1-c1cccs1	-4.3	-7.9
4	COc1ccc(NC(=O)CCCn2c(=O)[nH]c3ccccc3c2=O)cc1	-8.6	-20.7
5	CCCCN1C(=O)C2C(C(=O)Nc3cccc(OC)c3)C3C=CC2(O3)C1C(=O)NC1CCCCC1C (stereo unspecified)	8.5	20.5
6	O=C(NCc1cccnc1)NC1(c2ccccc2)CC1	-3.3	-4.3
7	Cc1cc(N(CN2CCCC2=O)C(=O)c2ccccc2)no1	-2.5	-12.4
8	COc1ccccc1NC(=O)CCNC(=O)Cn1ccc2ccccc2c1=O	5.2	6.1
9	COc1ccc(NC(=O)C2CCCN(S(=O)(=O)c3cccc4cccnc34)C2)c(OC)c1 (stereo unspecified)	-3.3	-5.3
10	COc1ccc2cc(CCNC(=O)C3CC3)c(=O)[nH]c2c1	0.7	3.0
11	O=C(CSCCc1ccccn1)Nc1cccnc1	1.4	3.4
12	O=C(Nc1ccccc1N1CCCC1)c1ccc2c(c1)OCO2	-2.1	-4.9
13	COc1cccc(-n2ccnc2SCC(=O)N2CCc3ccccc32)c1	-0.5	13.3
14	Cc1ccc(C2CC(C(F)(F)F)n3nc(C(=O)NCCN4CCOCC4)cc3N2)cc1 (stereo unspecified)	3.8	14.1
15	CC(C)(C)NC(=O)C1CCCN(S(=O)(=O)c2cccc3cccnc23)C1 (stereo unspecified)	-3.6	-5.8
16	COC(=O)[C@@H](N)Cc1ccc(O)cc1	-2.8	-35.3
17	O=C1CC2CS(=O)(=O)CC2N1c1ccc(Cl)cc1Cl (stereo unspecified)	-0.9	-10.2
18	CCOC(=O)N1CCC(NC(=O)C2CCCN(Cc3nc(-c4cccc(Cl)c4)oc3C)C2)CC1 (stereo unspecified)	0.1	7.3
19	COc1ccc(S(=O)(=O)N2CCN(S(=O)(=O)c3ccc4c(c3)OCCO4)CC2)cc1C	-1.1	0.4
20	COc1ccc(NC(=O)C2CC(c3ccc(OC)c(OC)c3)=NO2)cc1OC (stereo unspecified)	0.4	-8.7
21	O=C(CN1CCN(c2nc(-c3ccc(Cl)cc3)cs2)CC1)NCc1ccco1	-2.1	-9.4
22	COCCNC(=O)Cn1cnc2ccc(S(=O)(=O)N3CCC(C)CC3)cc2c1=O	-1.9	-12.3
23	N=c1c[n+](-c2ccc(Cl)cc2)[n-]o1	1.2	10.2
24	O=C(NC(Cc1c[nH]c2ccccc12)C(=O)O)c1ccccc1 (stereo unspecified)	-0.5	8.7
25	O=C(CCCN1CC=C(n2c(=O)[nH]c3ccccc32)CC1)c1ccc(F)cc1	-1.9	-9.6
26	COc1c(C)cc(Br)cc1C(=O)Nc1cccc(-c2nc3ncccc3o2)c1	-1.9	-0.8
27	CC1CCCCN1C(=O)Cn1c(=O)n(C2CCCCC2)c(=O)c2ccccc21 (stereo unspecified)	-3.2	-8.9
28	CCCc1cc(C(N)=O)c(NC(=O)c2ccco2)s1	-1.0	28.3
29	Cc1cc(C(F)(F)F)c2c(C)nn(CCc3nn[nH]n3)c2n1	-0.9	-9.1
30	Cc1ccc2c(c1)NC(=O)C(CC(=O)NCCCN1CCCC1)O2 (stereo unspecified)	-0.2	2.3
31	COc1ccc(C(=O)N(Cc2nc(-c3ccc(C)cc3)no2)C(C)C)cc1OC	3.8	15.3
32	CCCCN(CC)CCNC(=O)Cn1cnc2sc(C)c(S(=O)(=O)N3CCOCC3)c2c1=O	-2.5	-2.6
33	CC1CCCN(C(=O)c2cc(F)c(F)cc2Cl)C1 (stereo unspecified)	-0.3	0.8
34	O=C(O)c1c2c(nc3ccc(S(=O)(=O)N4CCC(C(=O)NC5CCCC5)CC4)cc13)CCCCC2	-2.7	-6.8
35	CCN(CCNC(=O)C1CCCN(S(=O)(=O)c2cnc[nH]2)C1)c1ccccc1 (stereo unspecified)	-1.8	-35.5
36	Cc1ccc(OC(=O)c2ccc(C)c(C)c2)cn1	-4.9	16.0
37	CC1=C(C(=O)Nc2ccccc2)C(c2ccncc2)n2nnnc2N1 (stereo unspecified)	2.2	-9.8
38	CCc1oc2ccccc2c1C(=O)c1cc(Br)c(O)c(Br)c1	52.4*	54.9*
39	C=CCSc1nc2sc(C)c(C)c2c(=O)[nH]1	-0.8	0.4
40	O=C(NCCCN1CCCCCC1)C1CC(=O)N(CCc2ccccc2)C1 (stereo unspecified)	-2.1	-122.8
41	CC(C)(C)NC(=O)Cn1nnnc1-c1nonc1N	-0.2	1.5
42	CCCn1cc(SCC(N)=O)c2ccccc21	-0.9	-9.5
43	O=C(CCNC(=O)c1ccc(Br)o1)NC1CCCC1	-2.4	10.1
44	Cc1ccccc1-c1nc(CN2CCC(C(=O)N3CCC(C(N)=O)CC3)CC2)c(C)o1	-1.0	-5.0
45	CCOC(=O)c1cc(C)[nH]c(=S)c1C#N	2.1	0.0
46	Clc1ccc(C2CC(c3ccccc3)Nc3ncnn32)cc1 (stereo unspecified)	5.0	15.5
47	CCN(CC)CCCNC(=O)c1cc2c(-c3ccc(Cl)cc3)nn(C)c2s1	0.8	2.5
48	O=C(CCn1nc(-c2ccccc2)ccc1=O)N1CCCC1	0.0	3.3
49	NC(=O)C1(N2CCCCC2)CCN(C2CC(=O)N(Cc3cccs3)C2=O)CC1 (stereo unspecified)	4.2	7.8
50	O=C(CCCNS(=O)(=O)c1cccc2nsnc12)NCc1ccc(Cl)cc1	-5.2	-24.7
51	CC(NC(=O)c1ccco1)c1ccc2c(c1)OCCO2 (stereo unspecified)	-0.8	-1.9
52	N#CCc1c(C#N)c(N)nc(N2CCN(S(=O)(=O)c3ccccc3)CC2)c1C#N	10.8	21.2
53	Cc1cc(C)c2c(=O)[nH]c(=O)n(Cc3ccccc3)c2n1	4.5	18.9
54	CCc1nnc2c3cnn(-c4ccccc4)c3ncn12	2.3	16.9
55	CC1(C)CC(=O)CC(=Nc2ccc(C(=O)O)cc2)C1	-0.8	1.9
56	Cc1ccccc1Cn1cc(S(=O)(=O)CC(=O)N2CCCCC2)c2ccccc21	6.8	12.0
57	O=C(CSc1nnc(-c2ccco2)n1CC1CCCO1)N1CCCCC1 (stereo unspecified)	0.2	-3.4
58	O=C(O)CCCn1nc(-c2ccccc2)c2ccccc21	20.9	40.2
59	CCC(NS(=O)(=O)c1ccc(C)cc1)C(=O)N1CCC2(O)CCCCC2C1 (stereo unspecified)	-0.2	13.3
60	COc1cccc(-n2c(SCC(=O)Nc3cc(C)on3)nc3c([nH]c4ccccc43)c2=O)c1	7.8	19.3

# (list continues)
entry	Structure	QS inhibitor	QS inhibitor GFP MFI %
61	CN(C(=O)c1ccc(S(=O)(=O)NC2CCCC2)cc1)C1CCCCC1	-1.5	-36.2
62	COc1ccc(Br)cc1CNC(=O)CCN1C(=O)COc2ccccc21	0.5	4.9
63	Cc1cc(NC(=O)CC(C)(C)C)nc2c1c(=O)oc1ccccc12	72.2*!	64.3*!
64	CC(C)CCNC(=O)NC(=O)COc1ccccc1C#N	-1.2	-0.4
65	COc1ccc(CC(=O)Nc2c3c(nn2-c2cccc(Cl)c2)CS(=O)(=O)C3)cc1	0.1	1.2
66	Cc1c(C(=O)NCc2ccccn2)sc2nc(-c3ccc(F)cc3)cn12	-1.9	-7.2
67	CC(C)CC(=O)CN1C(=O)C2(OCCO2)c2ccccc21	-0.8	-10.3
68	CC1=C(n2nnc3ccccc32)C(c2ccccc2)C(C#N)=C(N)O1 (stereo unspecified)	-2.6	-12.2
69	C=CCn1c2ccccc2c2nnc(SC(CC)C(=O)Nc3nc(C)c(C(=O)OCC)s3)nc21 (stereo unspecified)	28.9	48.3
70	Cc1cccc(NC(=O)c2cc(S(=O)(=O)NCc3ccco3)ccc2F)c1C	2.7	3.8
71	COCCCNC(=O)c1ccc(Cn2c(=O)[nH]c3ccccc3c2=O)cc1	-1.0	1.4
72	CCOc1nc(NCCC2=CCCCC2)nc(N2CCOCC2)n1	0.1	15.0
73	CC(C)n1c(=NC(=O)c2ccco2)c(C#N)cc2c(=O)n3ccccc3cc21	-0.8	-21.6
74	CCC(=O)N1c2ccccc2NC2=C(C(=O)CCC2)C1c1ccc(N(C)C)cc1 (stereo unspecified)	-2.2	-3.7
75	COCCNC(=O)c1nn(-c2cc(OC)cc(OC)c2)c(=O)c2ccccc12	4.2	1.2
76	Cc1cccc(NC(=O)CSc2nnc(-c3ccccc3C)o2)c1	-11.4	-26.0
77	CCOc1cc(C2Nc3ccccc3C(=O)N2c2ccccc2OC)ccc1O (stereo unspecified)	-6.1	-10.9
78	COc1ccc(C(=O)Cn2c(=O)c(CCC(=O)O)nn3c4ccccc4nc23)cc1OC	-4.8	-13.4
79	Cc1nnc(SCC(=O)Nc2ccc(Br)cn2)[nH]c1=O	-2.4	-5.4
80	Cc1ccc(C)c(N2CCN(S(=O)(=O)c3ccc4c(c3)oc(=O)n4C)CC2)c1	2.0	8.1
81	CCOC(=O)c1nnn(CC(=O)Nc2cccc(F)c2)c1C(=O)OCC	10.7	25.8
82	O=C(Nc1cnn(Cc2ccc(Cl)cc2Cl)c1)c1noc2c1CCCC2	5.3	11.5
83	CCn1c(=O)c(=O)[nH]c2cc(C(=O)N3CCN(c4ccccc4F)CC3)ccc21	0.4	10.3
84	O=C(CSc1nnc(CNC(=O)c2ccccc2F)o1)NCC1CCCO1 (stereo unspecified)	-0.8	-50.5
85	Cc1nc(N2CCN(C)CC2)c2c(C)c(C(=O)Nc3ccc(F)cc3)sc2n1	-1.5	-7.8
86	CC(NC(=O)C1CC1)C(c1cccs1)N1CCN(c2ccccc2)CC1 (stereo unspecified)	4.4	14.6
87	Cn1c(C(=O)N2CCN(c3ncccn3)CC2)cc2c(=O)n(C)c3ccccc3c21	-1.3	0.8
88	O=C(C1CCN(S(=O)(=O)c2cccc3nsnc23)CC1)N1CCCc2ccccc21	-3.7	-23.1
89	COc1ccc(C(C)N2CC34C=CC(O3)C(C(=O)OCC(C)C)C4C2=O)cc1 (stereo unspecified)	0.3	0.9
90	Cc1cc(=O)n2nc(N3CCCC(C(=O)N4CCOCC4)C3)sc2n1 (stereo unspecified)	0.1	-1.7
91	COc1ccc(-c2noc(CCC(=O)NCCCN3CCC(Cc4ccccc4)CC3)n2)cc1	-1.3	2.8
92	CC(=O)Nc1c2c3c(cccc3n(C)c1=O)C(=O)c1ccccc1-2	-1.8	-8.8
93	CC(CN1CCCCC1)OC(=O)c1ccc2c(c1)OCO2 (stereo unspecified)	0.3	1.4
94	CC(C)(C)c1ccc(C(=O)N2CCC(C(=O)NCc3ccncc3)CC2)cc1	-0.1	-53.7
95	Cc1c(C(=O)OCc2ccccc2)[nH]c2c1C(=O)CC(c1ccco1)C2 (stereo unspecified)	-1.9	-11.7
96	COCCCNC(CC(=O)Nc1ccc(N(C)C)cc1)C(=O)O (stereo unspecified)	-1.9	-12.1

# Among those listed so far, these have an aryl methoxy group:
entry	Structure	QS inhibitor	QS inhibitor GFP MFI %
4	COc1ccc(NC(=O)CCCn2c(=O)[nH]c3ccccc3c2=O)cc1	-8.6	-20.7
5	CCCCN1C(=O)C2C(C(=O)Nc3cccc(OC)c3)C3C=CC2(O3)C1C(=O)NC1CCCCC1C (stereo unspecified)	8.5	20.5
8	COc1ccccc1NC(=O)CCNC(=O)Cn1ccc2ccccc2c1=O	5.2	6.1
9	COc1ccc(NC(=O)C2CCCN(S(=O)(=O)c3cccc4cccnc34)C2)c(OC)c1 (stereo unspecified)	-3.3	-5.3
10	COc1ccc2cc(CCNC(=O)C3CC3)c(=O)[nH]c2c1	0.7	3.0
13	COc1cccc(-n2ccnc2SCC(=O)N2CCc3ccccc32)c1	-0.5	13.3
19	COc1ccc(S(=O)(=O)N2CCN(S(=O)(=O)c3ccc4c(c3)OCCO4)CC2)cc1C	-1.1	0.4
20	COc1ccc(NC(=O)C2CC(c3ccc(OC)c(OC)c3)=NO2)cc1OC (stereo unspecified)	0.4	-8.7
26	COc1c(C)cc(Br)cc1C(=O)Nc1cccc(-c2nc3ncccc3o2)c1	-1.9	-0.8
31	COc1ccc(C(=O)N(Cc2nc(-c3ccc(C)cc3)no2)C(C)C)cc1OC	3.8	15.3
60	COc1cccc(-n2c(SCC(=O)Nc3cc(C)on3)nc3c([nH]c4ccccc43)c2=O)c1	7.8	19.3
62	COc1ccc(Br)cc1CNC(=O)CCN1C(=O)COc2ccccc21	0.5	4.9
65	COc1ccc(CC(=O)Nc2c3c(nn2-c2cccc(Cl)c2)CS(=O)(=O)C3)cc1	0.1	1.2
75	COCCNC(=O)c1nn(-c2cc(OC)cc(OC)c2)c(=O)c2ccccc12	4.2	1.2
77	CCOc1cc(C2Nc3ccccc3C(=O)N2c2ccccc2OC)ccc1O (stereo unspecified)	-6.1	-10.9
78	COc1ccc(C(=O)Cn2c(=O)c(CCC(=O)O)nn3c4ccccc4nc23)cc1OC	-4.8	-13.4
89	COc1ccc(C(C)N2CC34C=CC(O3)C(C(=O)OCC(C)C)C4C2=O)cc1 (stereo unspecified)	0.3	0.9
91	COc1ccc(-c2noc(CCC(=O)NCCCN3CCC(Cc4ccccc4)CC3)n2)cc1	-1.3	2.8

# Screening results: PubChem, NMMLSC
